Source: PubChem BioAssay
SENP8 block: SENP8 protease inhibitors, primary screen, biochemical, luminescence; purified SENP8, Z-RLRGG-aminoluciferin cleavage; inhibition, % at 10 µM; actives 1.2% (n = 330,000); AID 2540, 2010
HKDC1 inhibitor: HKDC1 hexokinase inhibitors, primary screen, biochemical, fluorescence, uHTS; Q2TB90; recombinant HKDC1, G6PDH/diaphorase resazurin coupled fluorescence; inhibition, % at 20 µM; actives 0.16% (n = 340,000); AID 493160, 2011;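 active means inhibition above about 35% when tested at 20 µM, limit read from the data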;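 further: plate controls were DMSO wells with enzyme for no effect and DMSO wells lacking enzyme for full effect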
Target sequence (Q2TB90 whole entry, looked up): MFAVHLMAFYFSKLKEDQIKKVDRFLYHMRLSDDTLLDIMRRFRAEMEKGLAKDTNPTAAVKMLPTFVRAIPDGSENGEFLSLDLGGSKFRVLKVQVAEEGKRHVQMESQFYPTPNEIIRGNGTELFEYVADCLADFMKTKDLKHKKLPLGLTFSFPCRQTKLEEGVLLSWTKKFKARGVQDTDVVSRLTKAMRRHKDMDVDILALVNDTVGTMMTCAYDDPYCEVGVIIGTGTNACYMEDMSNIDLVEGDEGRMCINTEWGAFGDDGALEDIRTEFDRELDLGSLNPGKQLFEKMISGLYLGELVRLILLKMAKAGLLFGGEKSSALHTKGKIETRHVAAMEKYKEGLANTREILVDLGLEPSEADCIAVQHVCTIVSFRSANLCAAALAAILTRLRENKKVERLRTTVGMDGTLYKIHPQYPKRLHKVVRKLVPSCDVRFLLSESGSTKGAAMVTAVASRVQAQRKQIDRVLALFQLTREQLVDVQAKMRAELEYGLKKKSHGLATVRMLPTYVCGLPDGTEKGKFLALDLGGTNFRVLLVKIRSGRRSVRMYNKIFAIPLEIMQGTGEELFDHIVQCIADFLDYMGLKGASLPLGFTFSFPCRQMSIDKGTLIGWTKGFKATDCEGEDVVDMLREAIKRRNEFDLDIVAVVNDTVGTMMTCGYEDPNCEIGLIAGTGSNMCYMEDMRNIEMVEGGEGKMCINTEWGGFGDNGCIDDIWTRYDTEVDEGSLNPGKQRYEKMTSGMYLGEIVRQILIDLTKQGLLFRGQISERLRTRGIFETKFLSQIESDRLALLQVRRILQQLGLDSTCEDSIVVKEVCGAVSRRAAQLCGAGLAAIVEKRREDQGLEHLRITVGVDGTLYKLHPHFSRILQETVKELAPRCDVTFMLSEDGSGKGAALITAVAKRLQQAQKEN
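Material – in-house recombinant HK5 (HKDC1) enzyme · Quantity – HKDC1 at 5 µg/mL · Buffer or medium – pH 8.0 Tris buffer with 10 mM MgCl2 · Reagent – glucose with 1 mM ATP · Dosing – single 20 µM dose · Times – reaction time 90 min, room temperature, protected from light · Technique – resorufin fluorescence at 613 nm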
Apaf1 inhib: inhibitors of human Apaf-1 apoptosome, primary screen, biochemical, DEVD-Rh110 fluorescence, uHTS; reconstituted apoptosome caspase-3 activity; inhibition, % at 20 µM; actives 0.71% (n = 330,000); active means inhibition of at least 40% at 20 µM;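 further: plate controls were DMSO wells for no effect and DEVD-CHO caspase inhibitor wells for full effect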
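Assay system – apoptosome proteins · Medium – Hepes buffer, pH 7.5 · Also added – cytochrome c with DEVD-Rh110 · Timing – 30 min compound preincubation, 50 min activation, room temperature · Detection – Rh110 fluorescence, excitation 480 nm, emission 540 nm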
Jurkat NFkB inh: inhibitors of induced NF-kB luciferase reporter, primary screen, TCR NF-kB activation inhibitor project, cell-based, luminescence, uHTS. inhibition, % at 4 µM. Jurkat, PMA/ionomycin-induced NF-kB luciferase reporter. actives 0.53% (n = 330,000)
697 NFkB inh: inhibitors of PMA/ionomycin-induced NF-kB reporter, 697 cells, primary screen, B-cell NF-kB inhibitor project, cell-based, luminescence, uHTS | 697 B-cell NF-kB luciferase reporter, 16 h | inhibition, % at 4 µM | actives 0.33% (n = 330,000); in the data active means inhibition above about 35%
SENP7 inh: SENP7 protease inhibitors, primary screen, biochemical, luminescence, uHTS; inhibition, % at 5 µM; recombinant SENP7, Z-RLRGG-aminoluciferin luminescence, 40 min; AID 434973, 2010; actives 1.5% (n = 330,000); Sentrin-specific protease 7 (Homo sapiens), Q9BQF6;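 active means inhibition above about 50% at the single test dose, limit read from the data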;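 further: plate controls were DMSO with enzyme for no effect and no enzyme buffer wells for full effect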
UBC13 polyUb: UBC13 polyubiquitin chain formation inhibitors, primary screen, biochemical, TR-FRET, uHTS; AID 485273, 2010; actives 0.47% (n = 330,000); Ubiquitin-conjugating enzyme E2 N (Homo sapiens), P61088; inhibition, % at 20 µM; in the data active means inhibition above about 45%, passing the limit was not always enough
Target sequence (P61088 whole entry, looked up): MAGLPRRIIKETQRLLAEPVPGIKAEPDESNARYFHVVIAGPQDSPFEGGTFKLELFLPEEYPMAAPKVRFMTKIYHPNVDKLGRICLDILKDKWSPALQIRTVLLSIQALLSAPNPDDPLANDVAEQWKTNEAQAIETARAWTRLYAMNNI
Gli-Sufu antag: Gli-Sufu pathway antagonists, primary screen, luciferase luminescence, Sufu-KO-LIGHT cells, uHTS | Sufu-KO-LIGHT fibroblasts, Gli luciferase reporter luminescence | actives 0.74% (n = 340,000) | inhibition, % at 5 µM | AID 588413, 2011;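 active means inhibition above about 55%, limit read from the data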;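 further: 0% = DMSO-treated cells and 100% = wells with medium but no cells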
An asterisk follows results filed as active; nt = no result given. Unless noted, no stated cut-off is given here; in the data, active means inhibition above about 50%; inactive means the rest.

SMILES	SENP8 block	HKDC1 inhibitor	Apaf1 inhib	Jurkat NFkB inh	697 NFkB inh	SENP7 inh	UBC13 polyUb	Gli-Sufu antag
O=C(CC1S/C(=N/N=C/C=C/c2ccccc2)NC1=O)Nc1ccc(C(=O)O)cc1 (stereo not given)	1	17	11	-8	17	-2	-15	-3
CCOC(=O)C1=C(C)NC(C)=C(C(=O)OCC)C1C(=O)OCC(=O)N(C)C1CCS(=O)(=O)C1 (stereo not given)	-1	-3	-6	2	2	1	-2	28
COc1cccc(S(=O)(=O)Nc2ccc(C(=O)N3CCCCCC3)cc2)c1	0	11	4	-3	8	-5	4	6
COc1ccc(S(=O)(=O)N2CCC(C)CC2)cc1Br	1	0	9	-10	-23	4	10	-1
CC(C)C(NC(=O)OCc1ccccc1)C(=O)OCC(=O)N1CCCCC1 (stereo not given)	-3	-3	9	-38	-21	-5	-3	-34
O=C(Nc1ccccc1)Nc1ccc2ccccc2c1	-13	-9	-18	-118	-92	38	-2	-77
COc1ccccc1-c1cc(-c2cc(Cl)ccc2O)n[nH]1	0	0	12	-41	-32	4	-9	22
O=C(/C=C/c1cccc(F)c1)c1ccc(N2CCOCC2)cc1	10	7	-11	-23	2	21	4	1
CC(C)(C)NC(=S)N/N=C/c1cc(Br)c(O)c(Br)c1	-2	6	-5	4	-48	-2	-19	-2
c1coc(CN2CNc3nc4ccccc4n3C2)c1	-7	6	6	-6	1	2	-7	5
COc1cc(NC(=O)[C@H](C)NC(=O)N2CCn3c2nc2ccccc23)cc(OC)c1	-3	-3	5	-6	-8	2	8	-1
COc1cccc(NC(=O)c2ccccc2-c2nc(-c3cccc(C)c3)no2)c1	-4	8	6	-24	-28	-1	-1	-81
CCOC(=O)C1=C(c2cccc(F)c2)NC(=S)NC1C (stereo not given)	-3	-2	2	-5	16	1	10	-2
C/C(=N/NC(=O)CNC(=O)c1cccnc1)c1ccco1	-2	-7	-28	-8	4	-4	-5	2
Cc1ccc(C)n1-c1ccccc1N	3	nt	16	9	2	7	-23	nt

7 of the entries above in order of the SENP7 inh value, lowest first:
Compound,SENP8 block,HKDC1 inhibitor,Jurkat NFkB inh,697 NFkB inh,SENP7 inh,UBC13 polyUb
C/C(=N/NC(=O)CNC(=O)c1cccnc1)c1ccco1,-2,-7,-8,4,-4,-5
CC(C)(C)NC(=S)N/N=C/c1cc(Br)c(O)c(Br)c1,-2,6,4,-48,-2,-19
CCOC(=O)C1=C(C)NC(C)=C(C(=O)OCC)C1C(=O)OCC(=O)N(C)C1CCS(=O)(=O)C1 (stereo not given),-1,-3,2,2,1,-2
COc1ccccc1-c1cc(-c2cc(Cl)ccc2O)n[nH]1,0,0,-41,-32,4,-9
Cc1ccc(C)n1-c1ccccc1N,3,nt,9,2,7,-23
O=C(/C=C/c1cccc(F)c1)c1ccc(N2CCOCC2)cc1,10,7,-23,2,21,4
O=C(Nc1ccccc1)Nc1ccc2ccccc2c1,-13,-9,-118,-92,38,-2

4 compounds drawn at random from those above, as already listed:
SMILES	SENP8 block	HKDC1 inhibitor	Apaf1 inhib	Jurkat NFkB inh	697 NFkB inh	SENP7 inh	UBC13 polyUb	Gli-Sufu antag
COc1ccc(S(=O)(=O)N2CCC(C)CC2)cc1Br	1	0	9	-10	-23	4	10	-1
CC(C)C(NC(=O)OCc1ccccc1)C(=O)OCC(=O)N1CCCCC1 (stereo not given)	-3	-3	9	-38	-21	-5	-3	-34
CC(C)(C)NC(=S)N/N=C/c1cc(Br)c(O)c(Br)c1	-2	6	-5	4	-48	-2	-19	-2
COc1cc(NC(=O)[C@H](C)NC(=O)N2CCn3c2nc2ccccc23)cc(OC)c1	-3	-3	5	-6	-8	2	8	-1

Further structures
SMILES	SENP8 block	HKDC1 inhibitor	Apaf1 inhib	Jurkat NFkB inh	697 NFkB inh	SENP7 inh	UBC13 polyUb	Gli-Sufu antag
COc1cc(C(=O)NCc2nnc(SCC(=O)N3CCCc4ccccc43)o2)cc(OC)c1OC	-1	10	7	1	-14	3	2	-10
COc1ccc(-n2c(N)c(C(=O)NCc3ccco3)c3nc4ccccc4nc32)cc1OC	8	16	3	26	-2	13	-7	4
Cc1cc2cc3c(cc2nc1SCC(=O)O)OCCO3	-1	0	-7	-8	16	-2	15	2
O=C1CC2(CCCCCC2)Oc2ccc(Cl)cc21	2	0	6	9	-12	3	10	1
CN(CC(=O)Nc1ccc(Cl)cc1)CC(=O)Nc1cccc(Br)c1	4	-1	13	1	8	3	13	55*
CC(Oc1ccc(Cl)cc1)C(=O)OCC(=O)Nc1ncc(Cl)cc1Cl (stereo not given)	-4	0	11	-7	2	10	-7	-20
Cc1ccc(C(C(=O)NC2CCCC2)N(C(=O)c2csnn2)C2CCCC2)o1 (stereo not given)	2	8	-1	3	-1	1	-6	-6
COc1cc(CC(=O)Nc2ccc3nc(C)sc3c2)cc(OC)c1OC	-3	-9	-4	-7	-1	-3	-3	-4
CCN(C(=O)CSc1nnc(-c2ccc(OC)cc2)n1C(C)C)C1CCS(=O)(=O)C1 (stereo not given)	-8	1	12	1	-10	3	-4	0
N#Cc1ccc(NC(=O)c2nc(-c3ccccc3)n(-c3ccccc3)n2)cc1	-1	1	18	35	1	5	0	4
CCCN(C(=O)Cc1coc2cc(C)c(C)cc12)c1c(N)n(Cc2ccccc2)c(=O)[nH]c1=O	12	-5	9	6	14	-4	-2	5
CN(C(=O)CSc1ccc(S(=O)(=O)N2CCCCC2)cn1)c1ccccc1	1	-7	-1	22	10	-7	12	-2
CCC(=O)Nc1cccc(C2=NOC3(C2)C[C@@H](C(N)=O)N(C(=O)COc2ccc(Cl)cc2)C3)c1 (stereo not given in full)	-2	-3	-1	1	21	-14	9	-7
CCOC(=O)C1CCN(C(=O)c2ccc(OCC)c(OCC)c2)CC1	3	4	1	20	19	2	1	1
O=C(COc1ccccc1)Nc1ccc(S(=O)(=O)N2CCCC2)cc1	-8	2	8	3	7	11	-3	1
COc1cccc(-c2nc3c(c(=O)[nH]c(=O)n3Cc3ccccc3)n2CCO)c1OC(F)F	-3	-5	12	-20	-19	-11	5	-14
NC(=S)N/N=C1\CCSc2ccc(Cl)cc21	3	-3	-7	2	12	-3	8	9
O=C(NNc1nc(-c2ccccc2)cs1)c1ccc(F)cc1	2	-2	0	-7	-5	2	-19	7
COc1cc2nc(SCc3ccc(C(F)(F)F)cc3)n(Cc3cccs3)c(=N)c2cc1OC	6	0	-9	15	-21	4	13	11
Cc1cccc(OCc2nnc(SCC(=O)Nc3ccc(C)c(Cl)c3)o2)c1	-5	-5	-11	3	4	-5	-2	20
c1ccc(CCNc2ncnc3scc(C4COc5ccccc5O4)c23)cc1 (stereo not given)	3	-5	23	6	1	-7	6	19
COC(=O)c1cc(=O)c2cccc(OC)c2[nH]1	-14	6	2	-1	8	-6	9	8
O=c1c(CN2CCN(c3ccccn3)CC2)coc2ccccc12	-4	-4	-5	9	-2	5	3	-14
O=C(NCCNCCO)C1(C(F)(F)F)C/C(=C\Cc2ccccc2)CCCO1 (stereo not given)	-1	-5	-2	16	18	4	14	13
O=C(c1ccco1)N1CCN(S(=O)(=O)c2ccc(F)cc2)CC1	0	-1	2	2	18	-1	8	3
C(=N\Nc1ccc2ccccc2n1)/c1ccc2c(c1)OCO2	93*	3	18	-106	-218	96*	0	-48
COC1=CC(=O)OC12CCCCC2	4	2	-3	-5	23	9	1	4
CN(CC(=O)O)C(=O)c1ccccc1	4	3	-4	11	19	3	-4	-17
COc1ccccc1CN1C(=NC(=O)CCC2CCCC2)SC2CS(=O)(=O)CC21 (stereo not given)	-2	1	-5	-5	-1	-1	11	-6
O=C(CSc1nc2cc(Cl)ccc2o1)N1CCOCC1	-1	-7	-12	1	-6	-7	6	-7
O=C(N/N=C/c1cc2c(cc1Cl)OCO2)c1cccc(Br)c1	5	0	13	-7	-12	48	-8	-12
Cc1ccc2cc(C(c3nnnn3Cc3ccccc3)N3CCc4ccccc43)c(=O)[nH]c2c1 (stereo not given)	-4	7	43*	-7	-8	-2	6	0
O=C(Nc1ccncc1)C1COc2ccccc2O1 (stereo not given)	0	-1	-1	14	11	-6	6	-19
Cc1ccc(CNC(=O)C(=O)NCC2OCCN2C(=O)c2ccc(Cl)cc2)cc1 (stereo not given)	-3	-5	12	7	-17	2	1	3
O=C(Nc1cc(S(=O)(=O)N2CCOCC2)ccc1O)c1ccc2c(c1)S(=O)(=O)c1ccccc1C2=O	-2	-5	6	-10	8	-14	-23	4
O=c1[nH]c(NCCO)nc2c1C1(CCCCC1)Cc1ccccc1-2	1	-1	21	-1	0	6	18	6
COc1ccc(CN2C(=O)COc3ccccc32)cc1	-9	-3	2	-3	-13	-13	2	6
COc1ccc(/C=N/NC(=S)N[C@H]2CC3CCC2C3)cc1 (stereo not given in full)	3	0	1	-28	-30	-1	-1	-10
O=C(NCc1ccccc1)C12CN(Cc3ccccc3)CC1C(c1ccc([N+](=O)[O-])cc1)=NO2 (stereo not given)	-4	0	3	9	4	-3	-8	17
O=C(NCC1CCCO1)C(c1ccc(F)cc1)N(Cc1ccc2c(c1)OCO2)C(=O)c1ccc(CN2CCOCC2)o1 (stereo not given)	3	-3	0	7	11	0	1	3
O=C(CC1Oc2ccccc2NC1=O)NCc1ccc(Cl)cc1 (stereo not given)	-11	-6	19	7	6	-14	0	1
O=c1c2ccccc2nc(N/N=C/c2ccccc2)n1O	-8	-5	6	-47	-95	-4	-18	-17
COc1ccc(NS(=O)(=O)c2ccc(S(=O)(=O)N3CCCC3)cc2)cc1Cl	1	6	19	-16	8	-9	-24	-21
CCOc1ccc(CC(=O)Nc2c(C(N)=O)oc3ccc(Br)cc23)cc1OCC	-3	-5	-5	15	5	-1	6	-5
O=C(c1cc2cc(Cl)ccc2[nH]1)N1CCN(C(=O)c2ccco2)CC1	1	1	16	3	-19	3	-12	-19
O=C(CSc1ccc(-c2ccc(F)cc2)nn1)NC1CCCCC1	2	-5	-1	1	-2	6	-5	2
COc1ccc(OC)c(C2CC(=O)N3CN(c4ccccc4F)CSC3=C2C#N)c1 (stereo not given)	6	11	0	9	10	-3	-14	-9
COCN(C#N)c1nc(N(C)C)nc(N(C)C)n1	-1	-6	0	2	13	9	2	-5
Cc1sc(NC(=O)C2C3C=CC(C3)C2C(=O)O)c(C(N)=O)c1-c1ccc(C(C)C)cc1 (stereo not given)	-1	-5	8	10	11	0	5	23
COc1ccc(S(=O)(=O)N(CC(=O)NCCCN(C)C)c2ccc(C)cc2)cc1OC	-1	-6	1	3	6	1	1	-7
CC(C)c1ccc(N(C(=O)c2snc(C(N)=O)c2N)C(C(=O)NC2CCCC2)c2ccncc2)cc1 (stereo not given)	-3	-2	14	-11	-2	2	38	-4
CCCCC1=CC2=C(c3ccco3)C(=O)C(C)(OC(=O)c3ccc(OC)cc3)C(=O)C2=CN1CCN1CCOCC1 (stereo not given)	-17	12	21	-1	0	-12	-1	-3
CCOC(=O)C1(Cc2cccc(OC)c2)CCN(Cc2ccon2)CC1	2	-7	0	12	10	5	19	3
CC(=NC(C)C)C1=C(O)CCC1=O	-4	-9	-1	-7	4	-7	5	4
Cc1nn(Cc2ccc(Cl)cc2)c(C)c1NC(=O)CSc1n[nH]c(C)c1[N+](=O)[O-]	-1	4	0	9	-4	-7	12	9
CC(C)Nc1nnc(SCC(=O)N2CCN(C(=O)c3ccco3)CC2)s1	2	-5	4	-7	-6	7	-2	3
CCNc1ccc(Br)cc(C(=O)/C=C/c2ccc(Cl)cc2Cl)c1=O	1	26	34	-12	-3	9	-14	9
